AmpC inh detg = blocks E. coli AmpC beta-lactamase in detergent assay; AID 485294; P00811; Potency, µM (top dose mostly 114 µM), inactives show at the highest dose activity change, negative = inhibition, hits mostly inhibitors; AmpC hydrolysis of nitrocefin, absorbance 480 nm, 0.01% Triton; 370,000 compounds, 0.041% hits;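 further: potency means the concentration at half of the fitted maximal effect; 0% = no-compound wells and -100% = no-enzyme wells; nearly all actives have a fitted effect of over 25% in size; some results filed as inactive show a strong effect at the top dose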
Target sequence (P00811 whole entry, looked up): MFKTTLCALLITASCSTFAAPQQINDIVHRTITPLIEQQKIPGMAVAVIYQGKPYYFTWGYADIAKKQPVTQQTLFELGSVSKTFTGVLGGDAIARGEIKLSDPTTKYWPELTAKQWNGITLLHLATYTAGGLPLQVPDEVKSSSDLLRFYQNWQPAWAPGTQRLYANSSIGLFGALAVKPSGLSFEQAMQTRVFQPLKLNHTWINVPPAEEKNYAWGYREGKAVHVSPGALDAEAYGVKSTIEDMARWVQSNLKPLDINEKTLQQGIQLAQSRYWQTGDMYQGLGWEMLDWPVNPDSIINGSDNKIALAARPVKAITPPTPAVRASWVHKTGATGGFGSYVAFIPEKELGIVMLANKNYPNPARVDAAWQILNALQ
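20 mM phosphate pH 7.0 + 0.01% (detergent screen) or 0.0001% Triton X-100; 5.3 nM AmpC reagent; cpd preinc 15 min RT; nitrocefin (800 uM stock) to start; A480 q20 s × 4 min; Activity was normalised to no-enzyme and no-compound control wells.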
CHX counter = affects cycloheximide protein synthesis inhibition readout, counter-screen | cell reporter, cycloheximide protein synthesis inhibition counterscreen | max response, % | 300,000 compounds, 12% hits | AID 2314; in the data active means max response mostly above about 13%, no sharp cut-off; inactive means mostly below about 14%; further: read at 38.3 µM for the half of the compounds with a filed dose; 0% is about no effect
AMA1-RON2 inh = AMA1-RON2 (P. falciparum) interaction inhibition; AlphaScreen AMA1-biotinylated RON2 peptide binding; Potency, µM (highest dose often 58.2 µM), for inactives: top-dose activity change, negative = inhibition, most hits filed as inhibitors; 360,000 compounds, 0.2% hits;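 further: potency means the concentration at half of the fitted maximal effect; 0% = vehicle wells and -100% = peptide control; nearly all actives have a fitted effect of over 45% in size; some results filed as inactive show a strong effect at the top dose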
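AMA1 (3D7) with his tag at 25 nM final met compounds first, then biotinylated RON2 peptide at 25 nM; detection used donor plus acceptor beads, 10 µg/mL apiece, read by AlphaScreen after 30 min at room temperature.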
HCMV inh = inhibitors of human cytomegalovirus; HFF cells, HCMV-luciferase reporter, 72 h; hits give low values; activity change, negative = inhibition, % at 57.5 µM; 410,000 compounds, 4.5% hits; in the data active means activity change below about -60%; inconclusive means no clear call, values can overlap the other calls; inactive means above about -39%; further: on the % scale 0 is the no-effect control and ±100 the full control effect
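Luciferase read-out from HCMV-luciferase-infected HFFs (MOI 1 PFU/cell) 72 h post infection at 37C; compounds added after 16 h cell attachment; activity normalized between buffer-only basal and Salinomycin (10uM) inhibitor controls.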
Shiga inhibitor = Shiga toxin inhibition; Vero cells, Shiga toxin protein synthesis inhibition reporter; inhibition, % at 38.7 µM; 290,000 compounds, 9.2% hits; in the data active means inhibition mostly above about 28%, no sharp cut-off; inactive means mostly below about 43%; further: 0% is about no effect
FBPA Giardia inh = blocks Giardia fructose-bisphosphate aldolase activity. Potency, µM (top dose mostly 59.6 µM), for the others: at the highest dose activity, negative = inhibition, hits mostly inhibitors. purified Giardia FBPA. 290,000 compounds, 0.71% hits. AID 2451; further: potency means the concentration at half of the fitted maximal effect; on the % scale 0 is the no-effect control and ±100 the full control effect; nearly all actives have a fitted effect of over 55% in size
Target sequence (A8B2U2 whole entry, looked up): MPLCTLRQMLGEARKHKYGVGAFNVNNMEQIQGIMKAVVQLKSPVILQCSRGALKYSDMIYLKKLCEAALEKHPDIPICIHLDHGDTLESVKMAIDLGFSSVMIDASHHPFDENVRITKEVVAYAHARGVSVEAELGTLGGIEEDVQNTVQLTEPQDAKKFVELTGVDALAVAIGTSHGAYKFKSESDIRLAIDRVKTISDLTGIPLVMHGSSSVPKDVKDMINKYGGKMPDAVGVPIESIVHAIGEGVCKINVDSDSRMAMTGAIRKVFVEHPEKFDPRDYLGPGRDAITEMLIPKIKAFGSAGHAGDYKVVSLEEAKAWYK
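40 nM FBPA preincubated 10 min at RT with compound (up to 57.5 uM final), then substrate plus GAPDH/TPI/NAD/arsenate coupling and diaphorase/resazurin added. Fluorescence read after 20 min at RT, 525/598 nm.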
AmpC no deterg = inhibitors of E. coli AmpC beta-lactamase without detergent; Potency, µM (doses to about 57.1 µM), for the others: top-dose activity change, negative = inhibition, actives largely listed as inhibitors; AID 485341; 330,000 compounds, 0.52% hits; AmpC nitrocefin hydrolysis, absorbance 480 nm, 0.0001% Triton;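 further: potency means the concentration at half of the fitted maximal effect; plate controls were no compound for no effect and no enzyme for full effect; nearly all actives have a fitted effect of over 20% in size; some results filed as inactive show a strong effect at the top dose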
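AmpC (5.3 nM in the dispensed reagent) in 20 mM phosphate pH 7.0 with 0.01% (detergent screen) or 0.0001% Triton X-100 was preincubated with compounds for 15 min at room temperature. Nitrocefin was then added from an 800 uM solution, and hydrolysis was followed at 480 nm.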
Starred values were filed as active, the others as inactive; ? = inconclusive; . = not tested or not shown; & = joins results of further samples; ! = repeats disagree; [ ] = remark or other dose. Unless noted, the call rests on the fitted dose curve; in most records, active means well fitted curve in the direction sought with a large enough effect; inconclusive means small, poorly fitted or top-dose-only effect, or another doubt; inactive means no such curve, though single readings can be large; an effect the other way counts as inactive or inconclusive.

SMILES	AmpC inh detg	CHX counter	AMA1-RON2 inh	HCMV inh	Shiga inhibitor	FBPA Giardia inh	AmpC no deterg
CC(C(=O)NC1C=CS(=O)(=O)C1)N1C(=O)/C(=C/c2ccc(Cl)cc2)SC1=S (stereo unspecified)	-4%	-1	30%[activator]	-29	19	-1%	54%
CCC(C)(C)C1CCc2c(sc(NC(=O)c3ccoc3C)c2C(N)=O)C1 (stereo unspecified)	5%	4	-6%	-37	-20	14%	-14%
CC1(C)CC2CC(C)(CN2S(=O)(=O)c2cccc(C(N)=O)c2)C1 (stereo unspecified)	-13%	.	-8%	-8	.	.	-6%
Cc1ccc(CC(=O)OCCNC(=O)c2cccnc2)cc1	?	-2	-6%	12	-14	4%	-18%
O=C(NCC1COc2ccccc2O1)c1ccc(Cl)c(S(=O)(=O)N2CCCC2)c1 (stereo unspecified)	5%	.	6%	-69*	.	.	-21%
COc1ccc(/C=N/NC(=O)c2ccc3nc[nH]c3c2)c(OC)c1	0%	0	0%	-28	-4	.	-34%
COc1ccc(/C=N/NC(=O)C(=O)N2CCCCCC2)cc1	?	14	-1%	8	21	1%	0%
CC(C)c1ccc(NC(=O)COC(=O)COc2ccccc2)cc1	-9%	12	0%	-27	5	0%	-22%
CC(C)c1cc(CNC(=O)CC2C(=O)NCCN2CC2CCCCC2)on1 (stereo unspecified)	1%	1	7%	-5	-6	-12%	50%
Cc1csc(=O)n1CC(=O)OCc1cccc2ccccc12	-8%	45*	-17%	-16	79*	-22%	-17%
O=C(c1ccccc1)N1CCN(S(=O)(=O)c2cccc(NS(=O)(=O)c3ccccc3)c2)CC1	?	13	0%	59	3	25%	-14%
O=C1/C(=C/c2cccs2)CCC1C1CCCC1 (stereo unspecified)	?	29*	0%	-35	136*	1%	-27%
Cc1ccc(S(=O)(=O)N2CCC(NC(=O)c3cccnc3)CC2)cc1Cl	9%	-3	-5%	-5	-7	.	49%
CCCC/S(CC1CC1(Cl)Cl)=N\S(=O)(=O)c1ccc(C)cc1 (stereo unspecified)	0%	4	0%	5	-22	9%	26%
COc1ccccc1NC(=O)C1=C(C)N(c2ccccc2)C(=S)NC1c1cccc(C(F)(F)F)c1 (stereo unspecified)	-7%	1	21%	-96*	4	-4%	-19%
COc1ccc(C2N(C(C)=O)CCN2S(=O)(=O)c2ccc(C)cc2)cc1 (stereo unspecified)	-6%	8	-5%	35	-22	.	96%[activator]
CCc1ccc(-c2cc(C(=O)N/N=C/c3ccco3)[nH]n2)cc1	-1%	-4	39%[activator]	?	-9	1%	0%
C=CCn1c(SCC2CCCCO2)nc2sc(CC)cc2c1=O (stereo unspecified)	-5%	-1	0%	8	-5	1%	28%
S=C(NNc1nc(Nc2ccccc2)nc(N2CCCCC2)n1)NC1CCCCC1	6%	-2	27%	-32	20	0%	-52%
CCOC(=O)N1CCC(N2Cc3cccc(C(=O)NCc4ccc(OC)cc4)c3C2=O)CC1	?	-2	.	.	-12	-4%	175%[activator]
Cc1cccnc1NC(=O)c1cccc(S(=O)(=O)N2CCCc3ccccc32)c1	4%	26*	33%[activator]	-1	19	.	12%
CCOC(=O)C(=O)Nc1ccccc1C(N)=O	5%	-2	1%	16	-2	0%	0%
COc1ccc(C(=O)O/N=C(\N)c2ccccn2)cc1[N+](=O)[O-]	-13%	59*	33%[activator]	17	.	16%	-14%
COc1cc(N2C(=O)CC(=O)NC2=O)cc(OC)c1OC	?	4	9%	-9	-6	-12%	6%
COc1cc(NC(=O)N[C@H](C(=O)O)C(C)C)cc(OC)c1	?	-4	-2%	13	-17	-1%	-15%

Profiles as entered above:
`COc1ccc(C(=O)O/N=C(\N)c2ccccn2)cc1[N+](=O)[O-]` across the screens: AmpC inh detg = -13%; CHX counter = 59*; AMA1-RON2 inh = 33%[activator]; HCMV inh = 17; Shiga inhibitor = .; FBPA Giardia inh = 16%; AmpC no deterg = -14%
`CC(C)c1ccc(NC(=O)COC(=O)COc2ccccc2)cc1` across the screens: AmpC inh detg = -9%; CHX counter = 12; AMA1-RON2 inh = 0%; HCMV inh = -27; Shiga inhibitor = 5; FBPA Giardia inh = 0%; AmpC no deterg = -22%
`Cc1cccnc1NC(=O)c1cccc(S(=O)(=O)N2CCCc3ccccc32)c1` across the screens: AmpC inh detg = 4%; CHX counter = 26*; AMA1-RON2 inh = 33%[activator]; HCMV inh = -1; Shiga inhibitor = 19; FBPA Giardia inh = .; AmpC no deterg = 12%

New compounds follow:
SMILES	AmpC inh detg	CHX counter	AMA1-RON2 inh	HCMV inh	Shiga inhibitor	FBPA Giardia inh	AmpC no deterg
CCOC(=O)CNS(=O)(=O)c1ccc(C(=O)O)cc1	-9%	1	0%	-12	-1	5%	-5%
CCCCc1nc2ccccc2c(=O)n1NC(=O)c1c(O)c2cccc3c2n(c1=O)CCC3	?	-5	.	.	-20	8%	-16%
C[C@H](NC(=O)c1ccco1)C(=O)OCC(=O)N1CC(=O)Nc2ccccc21	.	.	-4%	9	.	.	-24%
O=C(NCCCn1ccnc1)c1c(F)cccc1F	-1%	-3	-15%	17	-19	.	-17%
CC(C)N(C(=O)[C@H]1CC(CC(=O)NCc2ccco2)C(=O)N2CCc3c([nH]c4ccccc34)[C@]12C)C(C)C (stereo partly specified)	.	.	-12%	22	.	.	253%[activator]
Cc1ccc(C(=O)OCC(=O)N2CCCCCC2)c(O)c1	7%	.	9%	0	.	.	-6%
Cc1ccc(O)c(CNc2nccs2)c1	2%	1	0%	-4	-4	-2%	-12%
Cc1cccc(N(CC(=O)Nc2ccc(CC#N)cc2)S(C)(=O)=O)c1	3%	-1	-4%	-4	-4	2%	-10%
Cc1cc(NS(=O)(=O)c2ccc(NC(=S)NC(=O)c3ccc(F)cc3Cl)cc2)no1	7%	-2	36%[activator]	21	17	-10%	-23%
CCC(C)NS(=O)(=O)c1ccc(OCC(=O)Nc2ccc3c(c2)OCCO3)cc1 (stereo unspecified)	-5%	1	-10%	-2	2	-3%	-16%
Cn1c(CN2CCCCC2)nc2cc(NC(=O)c3cccc(Br)c3)ccc21	17%&-4%	15	41%[activator]	-95*!	19	11%	5%
CCCCn1c(N)c(N(CCOC)C(=O)c2ccc(F)c(S(=O)(=O)N3CCOCC3)c2)c(=O)[nH]c1=O	?	.	3%	-14	.	.	-8%
Cc1ccc(C)c(NC(=O)c2ccccc2C(=O)c2ccccc2)c1	-2%	6	.	?	13	-1%	14%
CCOc1cc(C(=O)OCC(=O)NC(C)c2ccccc2)ccc1OCC(=O)N1CCOCC1 (stereo unspecified)	-3%	2	-11%	?	-29	17%	37%
COc1ccc(C(=O)N2CCN(c3ccc(NC(=O)c4cccs4)cc3)CC2)cc1	?	-3	-13%	-68*	-7	10%	-7%
CC(C)CNC(=S)N(CCCO)Cc1cc2cc3c(cc2[nH]c1=O)OCO3	8%	6	1%	14	-19	-4%	-4%
CCCN(CCC)CCCNC(=O)c1cc2cc3ccc(Cl)cc3nc2o1	1%	-1	-15%	-10	-8	0%	-14%
O=C(NCc1nc2ccccc2[nH]1)C1=C[C@H](c2ccc(C(F)(F)F)cc2)C[C@H](OCc2ccc(CO)cc2)O1	10%	7	53%[activator]	21	1	-8%	14%
COc1cccc(NC(=O)CCc2ccccc2)c1	-1%	.	5%	17	.	.	-3%
CCc1ccc2c(CC(=O)Nc3nnc(C4CC4)s3)coc2c1	5%	1	1%	-23	25	8%	-37%
COC(=O)[C@@]12CCCCN1[C@H](c1ccc(-c3cccc(Cl)c3)c(OC)c1)[C@H]1C(=O)N(C)C(=O)[C@H]12	-6%	.	8%	15	.	.	0%
CC1=CC(C)(C)Nc2ccc(C)cc21	1%	-6	-9%	-4	-9	-29%	-14%
CC(C)(C)c1ccc(NC(=O)C2=CN3CCS(=O)(=O)N=C3C=C2)cc1	-14%	.	1%	?	.	.	-23%
CCOc1ccccc1N(CC)C(=O)c1nn(C)c2c1CSc1ccccc1-2	?	2	-8%	24	-4	-16%	64%[activator]
Cc1c(-c2ccccc2)c(=O)oc2cc(O)ccc12	-8%	4	-8%	0	31	4%	-34%

Pulled by compound from the entries so far:
SMILES	AmpC inh detg	CHX counter	AMA1-RON2 inh	HCMV inh	Shiga inhibitor	FBPA Giardia inh	AmpC no deterg
CCOC(=O)CNS(=O)(=O)c1ccc(C(=O)O)cc1	-9%	1	0%	-12	-1	5%	-5%
Cc1c(-c2ccccc2)c(=O)oc2cc(O)ccc12	-8%	4	-8%	0	31	4%	-34%

Other compounds
SMILES	AmpC inh detg	CHX counter	AMA1-RON2 inh	HCMV inh	Shiga inhibitor	FBPA Giardia inh	AmpC no deterg
c1ccc(-c2nnc(CSc3nncs3)o2)cc1	0%	46*	-1%	37	63*	2%	-9%
Cc1nccn1CCCN1C(=O)OC2(CCCCC2)C1(C)O (stereo unspecified)	0%	-6	13%	23	-5	7%	-10%
Cn1nnc(NC(=O)c2ccc([N+](=O)[O-])cc2Cl)n1	-3%	6	15%	12	16	0%	17%
CC(=O)Oc1ccc2nc(-c3ccco3)oc(=O)c2c1	-10%	5	9%	6	2	4%	-23%
O=C(C1CCCO1)N1CCN(C(=S)Nc2ccc(Cl)cc2Cl)CC1 (stereo unspecified)	-16%	-1	-12%	-31	-7	-8%	-5%
O=C(COC(=O)c1ccc(F)cc1F)Nc1cc(S(=O)(=O)N2CCOCC2)ccc1Cl	?	.	7%	-34	.	.	12%
CCn1c(SCC(=O)N2CCCc3ccccc32)nc2cccnc21	-15%	-2	-9%	18	-12	-16%	-4%
CCCc1nnc(NC(=O)CCC(=O)Nc2ccc(F)cc2)s1	-10%	-4	3%	28	14	7%	-4%
Cc1sc2ncnc(NCC3(N4CCOCC4)CCCCC3)c2c1C	-18%	-5	-2%	-15	6	1%	0%
Clc1ccccc1N1CCN(Cc2ccc3c(c2)OCO3)CC1	-1%	-1	-28%	-34	-2	?	-9%
CC(=O)c1ccc(OC(=O)N(c2ccccc2)c2ccccc2)cc1	-10%	-3	2%	-9	-5	11%	18%
CCOC(=O)N1CCC(NC(=O)c2ccc3c(c2)N(Cc2ccc(F)cc2)CCS3)CC1	2%	4	-18%	-25	0	14%	?
CC(=O)Nc1ccc(NC(=O)Nc2cc(C)cc(C)c2)cc1	-3%	0	6%	-40	2	7%	-29%
Cc1ccc(C23CC4CC(CC(C(=O)N(C)C)(C4)C2)C3)cc1	-8%	2	-10%	-15	-4	-6%	76%[activator]
CSc1cccc(CN2CCCC(C(=O)Nc3cccc(-n4cccn4)c3)C2)c1 (stereo unspecified)	-3%	-3	-27%	-5	-6	.	30%
CCOC(=O)c1cc2cc([N+](=O)[O-])cc(OC)c2oc1=O	2%	-2	3%	61	-9	4%	-10%
O=C(/C(=C/c1ccccc1Cl)c1ccccc1)N1CCOCC1	?	-4	1%	-5	-2	6%	19%
CCOc1ccc(S(=O)(=O)N(C)c2ccc(OCC(=O)Nc3nc4ccccc4s3)cc2)cc1	1%	0	-22%	?	-9	1%	-8%
O=C(c1ccccc1)N(CCO)Cc1cc2cc3c(cc2[nH]c1=O)OCCO3	-13%	1	-1%	0	-7	3%	-7%[11.4 µM]

Compound activity (PubChem)
